Screening results deposited in PubChem BioAssay by National Center for Advancing Translational Sciences (NCATS).
Nrf2 ARE act: Nrf2 pathway activation | AREc32 ARE-luciferase reporter (MCF7-derived line), luminescence, 24 h | Potency, µM (titrated, usually from 46.1 µM), for inactives: at the highest dose activation, hits mostly activators | 410,000 tested, 0.31% active; further: % of control where 0% means no effect; nearly all actives have a fitted effect of over 65% in size
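AREc32 cells carrying an ARE-driven firefly luciferase, 1000 cells/well in OPTI-MEM with 5% FBS, dosed after overnight attachment and incubated 24 hr at 37 deg C. Steady-Glo luminescence read after 30 min at RT.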
MCF10A rereplic: DNA re-replication induction in MCF 10a cells. MCF 10A DNA re-replication, Hoechst nuclear intensity, 48 h. Potency, µM (series often up to 46.1 µM), for inactives: at the top dose activity, positive = re-replication, usual class: activators. 350,000 tested, 2.9% active. AID 624296; further: % of control where 0% means no effect; nearly all actives have a fitted effect of over 50% in size
HepG2 tox: kills HepG2 cells in TGF-b inhibitor counter-screen; HepG2 CAGA-GFP viability, ATP luminescence, 18 h; Potency, µM (highest dose often 46.1 µM), inactives show at the top dose activity change, negative = cytotoxicity, most hits filed as cytotoxic; 410,000 tested, 0.76% active; further: some results filed as inactive show a strong effect at the top dose
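CellTiter-Glo luminescence gave cytotoxicity after 18 hours at 37 degrees C. The cells were HepG2 CAGA-GFP in 1% FBS DMEM, stimulated with 500 pg/mL TGF-beta after compound addition. %Activity was normalised to no-cell wells (complete cell-killing) and DMSO (no toxicity), and curves were fitted and classified.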
EPAC2 antagonist: EPAC2 (human) antagonism; Potency, µM (series often up to 114 µM), inactives show at the top dose activity, negative = inhibition, usual class: inhibitors; EPAC2 GEF exchange of Rap1B-BODIPY-GDP, fluorescence; 360,000 tested, 0.18% active; further: on the % scale 0 is the no-effect control and ±100 the full control effect; nearly all actives have a fitted effect of over 45% in size; many of its hits are not listed in these tables
Target sequence (Q8WZA2 whole entry, looked up): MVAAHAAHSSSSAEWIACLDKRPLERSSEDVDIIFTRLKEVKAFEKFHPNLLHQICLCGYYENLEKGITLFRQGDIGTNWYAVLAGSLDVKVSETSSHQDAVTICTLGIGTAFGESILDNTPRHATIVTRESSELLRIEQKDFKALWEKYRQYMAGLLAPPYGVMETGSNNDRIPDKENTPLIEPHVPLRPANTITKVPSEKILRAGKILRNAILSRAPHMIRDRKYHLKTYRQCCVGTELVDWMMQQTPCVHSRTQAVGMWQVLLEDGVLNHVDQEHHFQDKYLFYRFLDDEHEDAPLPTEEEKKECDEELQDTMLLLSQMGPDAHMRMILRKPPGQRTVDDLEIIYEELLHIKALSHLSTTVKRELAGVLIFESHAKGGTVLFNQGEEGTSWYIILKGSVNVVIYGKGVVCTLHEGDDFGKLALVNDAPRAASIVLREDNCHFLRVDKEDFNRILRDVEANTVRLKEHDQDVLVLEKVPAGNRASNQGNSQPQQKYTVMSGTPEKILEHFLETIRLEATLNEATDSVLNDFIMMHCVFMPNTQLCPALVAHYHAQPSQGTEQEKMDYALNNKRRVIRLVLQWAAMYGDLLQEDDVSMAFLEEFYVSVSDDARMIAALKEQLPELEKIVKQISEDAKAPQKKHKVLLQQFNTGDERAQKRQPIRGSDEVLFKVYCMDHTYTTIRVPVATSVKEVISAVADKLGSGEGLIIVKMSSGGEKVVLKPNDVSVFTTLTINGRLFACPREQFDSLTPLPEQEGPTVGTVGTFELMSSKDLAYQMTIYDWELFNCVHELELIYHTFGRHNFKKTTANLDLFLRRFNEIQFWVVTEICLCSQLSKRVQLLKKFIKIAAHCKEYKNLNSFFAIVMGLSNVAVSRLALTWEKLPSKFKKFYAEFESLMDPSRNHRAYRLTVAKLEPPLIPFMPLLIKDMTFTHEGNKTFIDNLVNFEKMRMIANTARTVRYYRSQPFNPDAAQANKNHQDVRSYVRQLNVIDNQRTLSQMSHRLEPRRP
ATXN2 expr inh: reduces ATXN2 reporter expression in HEK-293 cells | 360,000 tested, 0.72% active | HEK-293 ATXN2-luciferase reporter, luminescence, 24 h | Potency, µM (series often up to 57 µM), for inactives: top-dose activity change, negative = inhibition, actives largely listed as inhibitors; further: on the % scale 0 is the no-effect control and ±100 the full control effect; nearly all actives have a fitted effect of over 55% in size
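qHTS (up to 57 uM final) was run with 24 h compound exposure of reporter cells at 37 °C. Each well was multiplexed: SteadyGlo luminescence measured ATXN2-luciferase expression after a fluorogenic Gly-Phe-AFC viability readout (25 uM final).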
Nrf2 inh: inhibitors of Nrf2 signaling; A549 ARE-Fluc reporter, luciferase luminescence, 18-24 h; Potency, µM (highest dose often 46 µM), for the others: at the highest dose activity change, negative = inhibition, actives largely listed as inhibitors; 360,000 tested, 2.1% active; further: on the % scale 0 is the no-effect control and ±100 the full control effect; nearly all actives have a fitted effect of over 60% in size
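Concentration-response testing used A549 ARE_Fluc cells at 5000 cells/well. Following an 18-24 h compound incubation, viability was read by fluorescence (Ex 405/Em 525) and luciferase output by luminescence.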
TGFb inhibitor: inhibitors of TGF-b signaling. HepG2 CAGA-GFP TGF-b/SMAD3 reporter, GFP fluorescence, 18 h; TGF-beta stimulated, 500 pg/mL final. Potency, µM (titrated, usually from 46.1 µM), without a hit: at the top dose activity, negative = inhibition, most hits filed as inhibitors. 410,000 tested, 1.2% active; further: on the % scale 0 is the no-effect control and ±100 the full control effect; nearly all actives have a fitted effect of over 65% in size
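HEPG2 CAGA-GFP, 1000 cells/well; 2 h settle, 37 C; cpd via pin tool; TGF-b 500 pg/mL final; 18 h, 37 C; GFP imaging ex488/em500-530; %Activity normalised to -TGF-b and +DMSO controls; CRC fit, curve class.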
ATXN viability: reduces viability in counter-screen for ATXN expression inhibitors; Potency, µM (series often up to 56.7 µM), actives largely listed as cytotoxic; 400,000 tested, 0.49% active; S2 cells (HEK-293 line with an ATXN2-luciferase reporter) viability, CellTiter-Fluor protease fluorescence, 24 h; AID 651635; further: nearly all actives have a fitted effect of over 40% in size
A549 viability: kills or reduces viability of A549 cells in Nrf2 counter-screen; A549 ARE-Fluc cells, CellTiter-Fluor viability, 18-24 h; Potency, µM (series often up to 46 µM), for inactives: at the top dose activity change, negative = cytotoxicity, usual class: inhibitors; 390,000 tested, 0.16% active; AID 504648; further: on the % scale 0 is the no-effect control and ±100 the full control effect
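A549 ARE_Fluc cells in 5% FBS OPTI-MEM were exposed to compounds in concentration-response for 18-24 h at 37 deg C. Viability was read by CellTiter-Fluor fluorescence (Ex 405/Em 525) after 30 min, before the luciferase read.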
The depositor's hits bear a star; i = inactive; ? = inconclusive; . = not tested or not shown; & = joins results of further samples; [ ] = another dose, or the depositor's remark. The call rests on the fitted dose curve; in most records, active means well fitted curve in the direction sought with a large enough effect; inconclusive means small, poorly fitted or top-dose-only effect, or another doubt; inactive means no such curve, though single readings can be large; an effect the other way counts as inactive or inconclusive. Potency means the concentration at half of the fitted maximal effect.

compound	Nrf2 ARE act	MCF10A rereplic	HepG2 tox	EPAC2 antagonist	ATXN2 expr inh	Nrf2 inh	TGFb inhibitor	ATXN viability	A549 viability
Cc1ccc(NC(=O)C(C)c2cccc(C(=O)c3ccccc3)c2)cc1 (stereo not drawn)	-0.3%	-16%	-20%	-1%	-1%	-18%	?	i	1%
COC(=O)c1cc(=O)nc2sc3cc(OC)ccc3n12	-0.1%	10%	-1%	13%	33%	16%	-1%	i	4%
CCCCNS(=O)(=O)CCNCCc1ccccc1	0.3%	-9%	-1%	3%	6%	11%	3%	i	9%
CC(C)C(NC(=O)c1ccccc1F)C(=O)NCc1ccc(F)cc1 (stereo not drawn)	0.3%	-2%	20%	3%	1%	5%	8%	i	1%
O=C(CCNC(=O)c1ccc(Br)cc1)NNC(=O)c1ccccc1	2.3%	2%	-10%	-3%	-4%	-2%	0%	i	4%
CC(C)NC(=O)C1(C)CCCN1Cc1csc2ccccc12 (stereo not drawn)	-1.3%	.	-24%	-24%	-22%	.	-11%	i	.
Cc1ccc2ccc(C#N)cc2c1O	2.6%	.	-10%	-13%	.	.	-6%	i	.
Cc1c(NC(=S)NC(=O)c2ccc(Br)o2)c(=O)n(-c2ccccc2)n1C	3.0%	5%	0%	-4%	.	7%	-5%	i	5%
COC(=O)C(CC(C)C)NC(=O)/C=C/c1ccccc1Cl (stereo not drawn)	0.4%	12%	-1%	-2%	2%	1%	-11%	i	11%
COc1ccc(/C=C(\C#N)c2nc3ccccc3c(=O)[nH]2)cc1OC	0.0%	.	-32%	.	-11%	5%	-11%	?	7%
O=C(c1ccc(N2CCN(C(=O)c3ccccc3)CC2)cc1)c1cccc(F)c1	6.5%	9.2µM*	-13%	-19%	?	?	?	i	0%
COCCCNC(=O)c1ccccc1C(F)(F)F	-0.9%	0%	12%	0%	-9%	9%	-1%	i	0%
CC(C)(C)C(=O)/C=C/Nc1ccccc1O	?	1%	-30%	-2%	-7%	-4%	-30%	i	-8%
c1ccc(CCc2nn3c(Cc4ccccc4)nnc3s2)cc1	0.3%	-8%	-22%	-2%	-1%	.	-6%	i	2%
CSCCC(NS(=O)(=O)c1ccccc1F)C(=O)N1CC=C(c2ccccc2)CC1 (stereo not drawn)	1.6%	14%	-16%	0%	9%	3%	5%	i	-1%
O=C(c1ccccc1C(F)(F)F)N1CCN(S(=O)(=O)c2ccccc2)CC1	-0.2%	-1%	-6%	5%	-10%	7%	?	i	-2%
CCCOC(=O)CSc1nnc(-c2ccccc2Cl)o1	-1.6%	-2%	6%	-5%	-13%	-4%	2%	i	-4%
CN(C)CCCN1c2ccc([N+](=O)[O-])cc2CCc2cc([N+](=O)[O-])ccc21	3.4%	27%	-51%	4%	?	1%	?	?	-16%
CN(c1ccccc1)S(=O)(=O)c1ccc(Cl)c(C(=O)NCC(c2ccco2)N2CCCC2)c1 (stereo not drawn)	-0.8%	2%	-35%	5%	-8%	-11%	?	i	1%
CCCCc1ccc(Nc2cc(C)nc(-n3nc(C)cc3C)n2)cc1	-1.7%	.	-121%	.	.	.	?	.	-11%
CCOc1[nH]n(-c2ccc(Cl)cc2)c(=O)c1C=NCC(=O)OC	-0.7%	-11%	-18%	-2%	.	0%	18%	i	0%
Cc1ccccc1NC(=O)Cn1c([N+](=O)[O-])cnc1C	0.1%	1%	5%	-1%	0%	-8%	?	i	5%
CN1/C(=C\C(=O)Nc2ccc(Br)cc2)C(C)(C)c2ccccc21	0.3%	?	-18%	-22%	-4%	?	?	i	?
O=C(NCCc1c[nH]c2ccccc12)C(=O)NCC1CCCO1 (stereo not drawn)	-0.1%	-2%	0%	5%	-7%	-16%	8%	i	0%
CC(C)c1ccc(OCC(O)CN2CCN(c3ccccc3)CC2)cc1 (stereo not drawn)	4.5%&-0.6%	?	-34%&-39%	-5%&10%	-18%&-15%	-15%&7%	6%&-4%	?	-9%&8%
Nc1c(-c2cccc(Cl)c2)cnc2c(-c3ccccc3)cnn12	0.4%	5%	-12%	-6%	56%[activator]	?	-5%	i	2%
O=c1c2ccccc2nnn1CSc1nnc(C2COc3ccccc3O2)n1-c1ccccc1 (stereo not drawn)	0.4%	27%	-2%	6%	10%	3%	6%	i	5%
O=C(NC1CCCCCC1)c1cccc(COCC(F)(F)F)c1	-0.1%	-2%	-16%	-4%	17%	-3%	-20%	i	-1%
CC1(C)SC(=S)N(/N=C/c2ccccc2)C1N(O)C(=O)Nc1ccc([N+](=O)[O-])cc1 (stereo not drawn)	7.7%	18%	11µM*	7%	-27%	?	?	i	?
CCOc1ccc(C2N(c3ccc(OC)cc3)C(=O)C3CCCN32)cc1OC (stereo not drawn)	-0.6%	1%	-14%	9%	4%	-3%	7%	i	-2%

Some of the entries so far, as labelled records:
mol: CN1/C(=C\C(=O)Nc2ccc(Br)cc2)C(C)(C)c2ccccc21
  Nrf2 ARE act: 0.3%	MCF10A rereplic: ?	HepG2 tox: -18%	EPAC2 antagonist: -22%	ATXN2 expr inh: -4%	Nrf2 inh: ?	TGFb inhibitor: ?	ATXN viability: i	A549 viability: ?

mol: O=C(NCCc1c[nH]c2ccccc12)C(=O)NCC1CCCO1 (stereo not drawn)
  Nrf2 ARE act: -0.1%	MCF10A rereplic: -2%	HepG2 tox: 0%	EPAC2 antagonist: 5%	ATXN2 expr inh: -7%	Nrf2 inh: -16%	TGFb inhibitor: 8%	ATXN viability: i	A549 viability: 0%

Next part:
compound	Nrf2 ARE act	MCF10A rereplic	HepG2 tox	EPAC2 antagonist	ATXN2 expr inh	Nrf2 inh	TGFb inhibitor	ATXN viability	A549 viability
Cc1ccc(NS(=O)(=O)c2cccc(C(=O)NNC(=O)c3ccco3)c2)c(C)c1	0.4%	2%	6%	-5%	5%	3%	5%	i	-2%
O=C(NCc1ccc(F)cc1)C(=O)NCC1OCCCN1S(=O)(=O)c1cccs1 (stereo not drawn)	1.2%	4%	-1%	6%	-1%	16%	0%	i	4%
CNC[C@H]1Oc2ccc(NC(=O)Cc3cn(C)c4ccccc34)cc2CC(=O)N([C@@H](C)CO)C[C@H]1C	5.0%	10%	-27%	16%	-3%	10%	?	i	13%
Cc1onc(-c2c(F)cccc2Cl)c1C(=O)Nc1cccc(S(=O)(=O)NCc2ccco2)c1	3.5%	1%	7%	-4%	-19%	-8%	7%	i	-2%
COc1cc(Cl)c(C)cc1NC(=O)CSc1ccc(C)cc1	-0.9%	-15%	-22%	-2%	-8%	.	1%	i	8%
O=C(Nc1ccccc1N1CCOCC1)c1ccc(Cl)c(S(=O)(=O)N2CCCC2)c1	-0.4%	7%	-15%	-10%	.	?	-17%	?	-3%
CC(NC(=O)COC(=O)c1cc(S(=O)(=O)N2CCOCC2)ccc1F)c1ccccc1 (stereo not drawn)	-0.6%	2%	-3%	-8%	2%	12%	-4%	i	1%
O=C(/C=C/c1ccccc1)c1ccc2c3c(cccc13)CC2	?	18µM*	-33%	-1%	-8%	-29%	-9%	i	2%
CCOC(=O)C(=O)NNc1ccc(C)cc1	3.3%	?	-28%	15%	-3%	21%	0%	i	4%
COc1ccc(N(C(=O)Cn2nnc3ccccc32)C(C(=O)NCc2ccccc2)c2ccc(F)cc2)cc1 (stereo not drawn)	-1.1%	.	-23%	.	.	-24%	-5%	.	-6%
O=C(NNC(=O)c1ccc(S(=O)(=O)N2CCCCC2)cc1)c1ccc(F)cc1	0.3%	-3%	5%	-17%	0%	?	-2%	i	2%
COc1ccc(CC(=O)Nc2sc3c(c2C(=O)Nc2cccc(Cl)c2)CCCCC3)cc1	-5.4%	.	18µM*	.	?	-14%	?	.	-3%
CC(=O)NCCc1c[nH]c2ccc(OCC(O)CNC(C)(C)C)cc12 (stereo not drawn)	0.0%	4%	18%	-8%	0%	?	6%	i	0%
CCc1nnc(NC(=O)CSc2nc(SC)ns2)s1	0.4%	-10%	3%	5%	-15%	-17%	2%	i	-2%
COc1ccc(-c2csc(NCCn3c(C)nc4cc(C(F)(F)F)ccc43)n2)cc1	5.5%	?	-1%	-17%	-17%	21%	-19%	i	2%
Cc1ccccc1C(=O)N1CCC(C(=O)Nc2ccc(S(=O)(=O)N3C(C)CCCC3C)cc2)CC1 (stereo not drawn)	0.4%	19%	-22%	-4%	-23%	?	?	?	-5%
O=S(=O)(NCc1nc2cccnc2n1Cc1ccccc1Cl)c1ccc(F)c(Cl)c1	2.9%	.	-28%	.	.	.	-19%	.	12%
CS(=O)(=O)Nc1ccc(C2=NN(S(C)(=O)=O)C(c3ccc4c(c3)OCO4)C2)cc1 (stereo not drawn)	5.6%	-2%	-1%	-1%	42%[activator]	?	19%	i	6%
O=C1OC(/C=C/c2ccc(Cl)cc2Cl)=NC/1=C\c1cccs1	0.8%	2%	-13%	0%	-11%	0%	1%	i	1%
COc1ccc(NC(=O)c2oc3ccccc3c2NC(=O)c2ccco2)c(OC)c1	0.1%	?	3%	1%	0%	.	-10%	i	3%
CC(C)CCNC(=O)CN(C(=O)CCC(=O)Nc1nccs1)C1CCCCC1	-0.1%	2%	-1%	0%	-8%	-3%	?	i	-5%
CCN(CC)C(=O)[C@H]1C[C@H](CC(=O)NCc2ccc(OC)c(OC)c2)C(=O)N2CCc3c([nH]c4cc(-c5ccco5)ccc34)[C@]12C	19%	2%	-57%	-10%	?	?	13µM*	?	-8%
O=C(Oc1cccnc1)c1ccc(Cl)c(Cl)c1	2.7%	-6%	-9%	2%	8%	?	-5%	i	9%
C(/C=C/c1ccccn1)=C\c1ccccc1	13µM*	-1%	-23%	-9%	9%	?	-17%	i	-8%
Cc1nc2nncn2c(NCc2ccc(F)cc2)c1C	3.3%	.	-5%	.	-19%	8.2µM*	?	i	0%
CCN(CC(=O)Nc1ccc(NC(C)=O)cc1)C(=O)CCCN1C(=O)c2ccccc2C1=O	0.8%	3%	0%	8%	1%	26%	-26%	i	-1%
CC1CCCCN1S(=O)(=O)CCNC(=O)c1ccccc1 (stereo not drawn)	-0.3%	1%	-4%	-20%	6%	1%	-1%	i	-1%
Cc1ccc(-c2csc(N)n2)s1	4.5%	-1%	5%	-13%	27%	?	-7%	i	.

These rows are one share of the data. The share of hits here may be higher or lower than overall.
